# LGR2 antag = inhibitors of bursicon-induced LGR2 CRE-luciferase signal, primary screen, cell-based, HEK293, CRE-luciferase reporter, bursicon stimulation; Drosophila bursicon receptor LGR2 (rickets); bursicon-stimulated, 4 h; inhibition, % at 9.99 µM; 380,000 tested, 0.35% active; AID 720647, 2013;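 active means drop in luminescence signal, shown as inhibition above about 50% in the replicate tests, limit read from the data, passing the limit was not always enough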;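 further: agonist challenge used bursicon conditioned medium at about half maximal strength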
# Cneo AK release = Cryptococcus neoformans cell lysis inducers, primary screen, AK release luminescence, single concentration; C. neoformans lysis, adenylate kinase release luminescence, 4 h; normalised: neutral wells 0, clomiphene wells 100; 360,000 tested, 0.2% active; lysis activity, % at 15 µM;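 active means mean lysis activity across replicates of at least 80%, whatever share of replicates individually reach that level; inactive means mean lysis activity below 80%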
#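 Test system: log-phase Cryptococcus neoformans yeast cells. Input: 5 × 10^6 yeast cells/mL. Medium: fresh YPD growth medium. Doses: single dose. Incubation: static 4 h at 37 °C with compound, 1 h detection. Measured by: luminescent adenylate kinase detection reagent. Read-out: signal increase indicating cell lysis. Benchmarks: Clomiphene.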
# S100A4 MyoIIA = inhibitors of S100A4-myosin IIA peptide binding, primary screen, biochemical, fluorescence polarization, TAMRA-MyoIIA peptide | inhibition, % at 10.7 µM | 360,000 tested, 0.14% active;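 active means mean inhibition of at least 70% across replicates, with every replicate also reaching that level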
# Target sequence (P26447 whole entry, looked up): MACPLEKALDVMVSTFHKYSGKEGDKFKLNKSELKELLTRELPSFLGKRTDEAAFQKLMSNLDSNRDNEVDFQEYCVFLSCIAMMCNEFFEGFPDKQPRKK
#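 assay system = human S100A4 monomer with TAMRA-labelled myosin IIA peptide | also added = labelled myosin peptide probe, 5 nM | incubation = 5 min between mix addition and reading | control set = DMSO and TFP controls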
# C2C12 statin = suppressors of statin myotoxicity in C2C12 myotubes, primary screen, cell-based, single point, plate reader | AID 602340, 2012 | C2C12 myotubes + simvastatin, ATP luminescence, 48 h; scaled: DMSO 0, geranylgeraniol control 100 | rescue of ATP level, % at 7.49 µM | 330,000 tested, 0.78% active;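 active means mean ATP rescue above about 67%, or every replicate alone reaching that limit, limit read from the data, passing the limit was not always enough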;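 further: myotubes were challenged with 10 µM simvastatin during compound exposure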
# SIRT5 inh = SIRT5 desuccinylase inhibitors, primary screen, biochemical, fluorescence imaging, single point, set 5 | Purified SirT5, succinyl-peptide AMC, trypsin-coupled fluorescence | 330,000 tested, 1.1% active | inhibition, % at 15 µM | NAD-dependent protein deacylase sirtuin-5, mitochondrial (Homo sapiens), Q9NXA8 | AID 652115, 2013; in the data active means inhibition above about 15%
# ERAP1 HTS inh = human ERAP1 aminopeptidase inhibitors, primary screen, biochemical, single point, plate reader | 340,000 tested, 0.15% active | inhibition, % at 10.7 µM | AID 652197, 2013 | Endoplasmic reticulum aminopeptidase 1 (Homo sapiens), Q9NZ08 | recombinant ERAP1, Leu-AMC fluorescence, 60 min;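 active means mean replicate inhibition of at least 30%, or all replicates individually reaching that 30% level; inactive means mean below 30% and not every replicate reaching it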;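 further: 0% = neutral control wells and 100% = L-leucinethiol positive control wells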
# Target sequence (Q9NZ08 whole entry, looked up): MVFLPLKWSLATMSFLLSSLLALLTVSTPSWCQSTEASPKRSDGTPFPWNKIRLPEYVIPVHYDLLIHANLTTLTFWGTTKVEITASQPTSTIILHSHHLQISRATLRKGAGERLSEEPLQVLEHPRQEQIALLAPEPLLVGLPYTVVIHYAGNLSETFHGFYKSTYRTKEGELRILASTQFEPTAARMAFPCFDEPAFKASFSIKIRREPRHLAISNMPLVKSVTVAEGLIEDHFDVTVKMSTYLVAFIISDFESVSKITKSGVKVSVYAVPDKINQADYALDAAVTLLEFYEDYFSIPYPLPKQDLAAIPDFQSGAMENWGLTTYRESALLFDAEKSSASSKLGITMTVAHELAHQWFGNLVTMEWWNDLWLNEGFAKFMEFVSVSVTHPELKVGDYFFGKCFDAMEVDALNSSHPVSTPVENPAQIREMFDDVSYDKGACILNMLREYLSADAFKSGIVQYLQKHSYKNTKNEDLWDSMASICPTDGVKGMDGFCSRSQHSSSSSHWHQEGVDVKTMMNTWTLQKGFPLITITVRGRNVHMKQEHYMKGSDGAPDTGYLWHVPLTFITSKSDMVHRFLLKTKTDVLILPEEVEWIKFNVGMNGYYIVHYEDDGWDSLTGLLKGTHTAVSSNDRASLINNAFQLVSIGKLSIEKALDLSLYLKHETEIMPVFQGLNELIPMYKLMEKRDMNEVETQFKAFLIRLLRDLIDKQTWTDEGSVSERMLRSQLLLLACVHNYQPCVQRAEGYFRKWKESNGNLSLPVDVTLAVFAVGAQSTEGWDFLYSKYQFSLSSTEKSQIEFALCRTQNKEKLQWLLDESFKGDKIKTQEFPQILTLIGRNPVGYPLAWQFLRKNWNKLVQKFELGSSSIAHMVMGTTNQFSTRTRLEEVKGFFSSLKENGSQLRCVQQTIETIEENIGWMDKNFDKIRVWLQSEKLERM
# XiGFP reactiv = activators of inactive X chromosome reactivation, primary screen, imaging, XiGFP fibroblasts, GFP high-content imaging, set 2 | 360,000 tested, 0.055% active | XiGFP mouse fibroblasts, % GFP-positive cells imaging, 3 d; cells co-treated with 5-aza-dC sensitizer; scaled so ellipticine positive control = 100% | AID 743238, 2013 | activation, % at 7.58 µM;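 active means mean normalized replicate activation at least 10% and every replicate at or above 10%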;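 further: 0% = median of on-plate neutral control wells and 100% = ellipticine 6 µM median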
#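 Material: XiGFP fibroblasts, SV40-immortalized; Buffer or medium: DMEM containing 5-aza-dC; Compound dosing: single point; Times: 3 days compound exposure.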
# PGC1a acetyl inh = inhibitors of PGC1a acetylation signal, primary screen, cell-based, U2OS, AlphaScreen, inhibitor mode; AlphaScreen anti-acetyl-lysine; with virally co-expressed GCN5 acetyltransferase; inhibition, % at 15.6 µM; 350,000 tested, 0.17% active; AID 651687, 2012;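 active means every replicate shows inhibition of at least 40%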;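 further: 0% = neutral control wells and 100% = positive control wells; some results beyond the cut were filed as inactive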
# Active calls of the source: *; . = not tested or not shown; & = joins results of further samples.
# Values in the order – PGC1a acetyl inh | C2C12 statin | LGR2 antag | S100A4 MyoIIA | Cneo AK release | XiGFP reactiv | ERAP1 HTS inh | SIRT5 inh
> Cc1cccc(NC(=S)N=Nc2c(O)n(C)c3ccc(S(=O)(=O)N4CCOCC4)cc23)c1
→ . | . | -5 | 35 | -2 | 0.0 | -1 | -2
> CCOc1ccc(CNS(=O)(=O)c2c(C(=O)N3CCCC3)c(C)n(C)c2C)cc1OC
→ 5 | -2 | -2 | -3 | 0 | 0.0 | -6 | 1
> COc1cc(OC)cc(C(=O)Nc2ccc3c(c2)OCCO3)c1
→ . | -43 | -38 | -6 | -8 | 0.0 | 0 | 6
> CCOc1ncccc1C(=O)OCc1csc(CC(=O)Nc2ccccc2C)n1
→ -4 | 3 | -6 | 1 | -2 | 0.0 | 10 | -5
> Cc1ccc(S(=O)(=O)N[C@@H]2CC[C@@H](CCn3cc(C4(O)CCCC4)nn3)O[C@H]2CO)cc1
→ 3 | 3 | 0 | -4 | 58 | 0.5 | 2 | 1
> O=C(O)/C=C/C(=O)N1N=C(c2ccco2)CC1c1ccco1 (configuration not stated)
→ . | 0 | -17 | -5 | 2 | 0.0 | 0 | 0
> CCCCn1c(N)c(N(CCOC)C(=O)c2cccc(OCc3ccccc3)c2)c(=O)[nH]c1=O
→ . | 1 | -3 | 0 | -3 | -0.8 | -1 | 0
> COc1ccc(CCNC(=O)C2CCN(C(=O)c3ccc([N+](=O)[O-])cc3)CC2)cc1
→ 10 | -2 | -1 | -4 | . | 0.1 | 10 | -3
> Cc1ccc(C(O)c2ncc(-c3ccc4ccccc4c3)[nH]2)c(C)c1 (configuration not stated)
→ . | . | 20 | 29 | 1 | 0.0 | 1 | -2
> CC1CCCC(C)N1C(=O)COC(=O)c1ccc(F)c(S(=O)(=O)N2CCOCC2)c1 (configuration not stated)
→ . | 3 | 7 | -5 | 3 | 0.0 | 4 | 2
> O=S(=O)(NCC(c1ccco1)N1CCc2ccccc21)c1ccccc1 (configuration not stated)
→ . | . | 11 | 21 | . | -0.1 | 1 | -3
> CNC(=O)c1ccc(Nc2nnc(C)c3ccccc23)cc1
→ . | 5 | -34 | -2 | 10 | . | -2 | 4
> C#CCOCCOCCOCCNc1nc(N2CCN(C(=O)C([C@@H](C)CC)n3cc(C(N)Cc4ccc(O)cc4)nn3)CC2)nc(N2CCN(C(=O)[C@H](CCC(=O)O)n3cc(C(N)[C@H](C)CC)nn3)CC2)n1 (some centres not stated)
→ 9 | 17 | -2 | -3 | 0 | 0.0 | . | .
> O=C(CSc1nc2ncc(Cl)cc2[nH]1)c1ccc2c(c1)OCO2
→ 13 | . | -15 | -4 | 0 | 0.1 | 2 | -4
> CCN1[C@@H]2Cn3c(ccc(/C=C/c4ccccc4)c3=O)[C@H]1[C@@H](C(=O)NCc1ccccn1)[C@@H]2CO
→ . | 30 | -48 | 5 | 0 | 0.8 | 1 | -104
> CC(C)NC(=O)N(C)C[C@@H]1OCCCC[C@@H](C)Oc2ccc(NC(=O)c3ccccc3)cc2C(=O)N([C@H](C)CO)C[C@@H]1C
→ 2 | . | 21 | 25 | 111* | -1.0 | 1 | 4
> COc1ccc2c(c1)C(C)(Cc1ccc(C(=O)c3ccccc3)cc1)C(=O)N2 (configuration not stated)
→ . | -4 | 12 | -3 | 1 | -0.1 | 0 | .
> O=C(C1CCC1)N1C[C@H]2[C@@H](c3ccccc31)[C@@H](CO)N2C(=O)Nc1cccc(F)c1
→ -5 | -3 | 3 | -2 | -1 | 0.0 | -2 | -2
> CN(C)C(=O)[C@H]1[C@H](CO)[C@H]2Cn3c(cccc3=O)[C@@H]1N2C(=O)c1ccc(F)cc1
→ . | -8 | -7 | -19 | 47 | 0.1 | 3 | 2
> O=C(O)Cc1ccc(NC(=O)c2ccc3c(c2)C(=O)N(CC2CCCO2)C3=O)cc1 (configuration not stated)
→ -2 | -1 | 2 | -1 | -2 | 0.2 | -11 | 1
> O=c1oc2cc(Br)ccc2n1Cc1ccccc1
→ -18 | 3 | -3 | -26 | -6 | 0.1 | -2 | -3
> CCCCSc1nnc(CNC(=O)C23CC4CC(CC(C4)C2)C3)n1Cc1ccccc1
→ . | . | 23 | 0 | . | -0.1 | 0 | .
> O=C(NCc1ccccc1)c1cc(-c2ccco2)on1
→ 8 | -7 | -36 | -3 | -1 | . | 1 | 3
> O=C(CSc1nnc(CNC(=O)c2ccccc2)o1)Nc1ccc2c(c1)OCO2
→ 3 | 8 | 18 | 3 | -2 | 0.2 | 1 | -1
> O=C(Nc1ccc(C(=O)N2CCN(c3ccc(Cl)cc3)CC2)cc1)C1=CSCCO1
→ -10 | 7 | 23 | 0 | 24 | 0.0 | -2 | 0
> C[C@H](CO)N1C[C@H](C)[C@@H](CN(C)S(=O)(=O)c2ccccc2)Oc2ccc(NC(=O)Nc3ccc(C(F)(F)F)cc3)cc2C1=O
→ 10&-2 | 1 | 9&5 | -23&0 | -2 | -0.2&0.2 | 2 | 13
> CC(C)Nc1nnc(SC(C)C(=O)NCc2ccc3c(c2)OCO3)s1 (configuration not stated)
→ . | . | -5 | -4 | . | 0.0 | -4 | -18
> O=C(CSc1nnc(SCc2ccccc2)s1)N/N=C/C=C\c1ccco1
→ . | . | 11 | 0 | . | 0.2 | -4 | -1
> CCCNC(=O)N1CC(=O)N2[C@H](CO)[C@H](c3ccc(C#Cc4ccc(F)cc4)cc3)[C@H]2C1
→ -13 | . | -1 | 8 | . | 0.0 | 0 | -1
> Oc1ccc(/C=N/Nc2cc(N3CCCC3)nc(N3CCCC3)n2)cc1O
→ . | . | 9 | 1 | . | -0.1 | 15 | -1
> Cc1ccc(S(=O)(=O)Nc2ccc3c(c2)C(=O)N([C@H](C)CO)C[C@@H](C)[C@@H](CN(C)Cc2ccc(-c4ccccc4)cc2)O3)cc1
→ -17 | 34 | 2 | 3 | 1 | 0.4 | -5 | 9
> CC(C)NC(=O)NCC[C@H]1CC[C@H](NS(=O)(=O)c2ccccc2)[C@@H](CO)O1
→ 2 | . | -14 | -8 | . | -0.3 | . | .
> O=C(c1ccc(N2CCCC2=O)cc1)N1CCN(c2cccc(C(F)(F)F)c2)CC1
→ -1 | -18 | 18 | -6 | 1 | 0.0 | 1 | -1
> C[C@@H]1CN([C@H](C)CO)C(=O)c2cc(NC(=O)CCN3CCOCC3)ccc2O[C@@H]1CN(C)C(=O)Nc1ccc2c(c1)OCO2
→ -10 | -9 | 10 | 5 | 3 | 0.0 | -2 | -5
> CCCC#Cc1cnc2c(c1)C(=O)N([C@H](C)CO)C[C@@H](C)[C@H](CN(C)C(=O)Cc1cccnc1)O2
→ 19 | -22 | -11 | -4 | 2 | -1.2 | 0 | -1
> CC(=O)c1cccc(NC(=O)CCNC(=O)c2cccc(C)c2)c1
→ -29 | -1 | 0 | 1 | 0 | 0.0 | 1 | 14
> CN(C)c1nc(NCc2ccccc2)nc(N/N=C/c2ccc(Br)cc2)n1
→ . | . | 0 | -3 | . | 0.1 | 4 | -3
> CCc1cc(=O)oc2cc(OCC(=O)N3CCC[C@H]3C(=O)O)ccc12
→ 3 | 10 | 36 | 1 | -4 | . | . | .
> COc1ccc(CC2(CO)CCN(Cc3cccc(OC)c3OC)CC2)cc1
→ -7 | -3 | 0 | 2 | 1 | 0.7 | -1 | -3
> Cc1ccccc1OCC(=O)Nc1sc(C(=O)Nc2cccc(C)c2C)c(C)c1C#N
→ -1 | 14 | -9 | 0 | 5 | . | 3 | -2
> Cc1onc(-c2ccccc2Cl)c1C(=O)Nc1nnc(C(C)C)s1
→ -9 | 7 | 10 | 4 | 1 | 0.0 | 3 | 3
> O=C(/C=C/c1cccc([N+](=O)[O-])c1)OCC(=O)N1CCN(C(=O)c2ccco2)CC1
→ 5 | 3 | -10 | -4 | 1 | 0.0 | -1 | -2
> O=C(C[C@@H]1C[C@@H]2c3cc(NC(=O)Nc4ccc(C(F)(F)F)cc4)ccc3O[C@@H]2[C@H](CO)O1)NCc1ccccn1
→ 0 | -3 | 0 | 6 | 10 | -0.1 | 1 | -3
> CCN(CC)C(=O)c1sc(NC(=O)c2c(OC)cccc2OC)c(C#N)c1C
→ . | . | . | -16 | -6 | 0.0 | 5 | -1
> COc1ccc(-n2ncc3c2CC(C)(C)CC3NC(=O)CCc2c(C)noc2C)cc1 (configuration not stated)
→ . | 6 | 1 | -1 | -3 | 0.0 | 0 | 3
> C[C@H]1CN([C@@H](C)CO)C(=O)c2cccc(NS(=O)(=O)c3ccccc3)c2O[C@H]1CN(C)Cc1ccc2c(c1)OCO2
→ -4 | -25 | -7 | 3 | 52 | -0.4 | -1 | -1
> O=C(/C=C/c1ccccc1Cl)OCC(=O)N1CCCC1
→ -9 | 5 | -6 | -2 | 1 | 0.1 | 3 | 8
> COc1ccc(S(=O)(=O)N(C)C[C@@H]2OCCCC[C@H](C)Oc3ccc(N(C)C)cc3C(=O)N([C@@H](C)CO)C[C@H]2C)cc1
→ 8 | 24 | -18 | -39 | -2 | 0.0 | -2 | 1
> O=C(NCc1cccnc1)c1nnc(Cc2ccc(F)cc2)o1
→ 2 | -6 | 2 | -3 | 3 | 0.1 | 5 | 5

# A draw from above in order of SMILES length, smallest number first.
# Values in the order – PGC1a acetyl inh | C2C12 statin | LGR2 antag | S100A4 MyoIIA | Cneo AK release | XiGFP reactiv | ERAP1 HTS inh | SIRT5 inh
> O=C(/C=C/c1ccccc1Cl)OCC(=O)N1CCCC1
→ -9 | 5 | -6 | -2 | 1 | 0.1 | 3 | 8
> Cc1onc(-c2ccccc2Cl)c1C(=O)Nc1nnc(C(C)C)s1
→ -9 | 7 | 10 | 4 | 1 | 0.0 | 3 | 3
> CCN(CC)C(=O)c1sc(NC(=O)c2c(OC)cccc2OC)c(C#N)c1C
→ . | . | . | -16 | -6 | 0.0 | 5 | -1
> Cc1ccccc1OCC(=O)Nc1sc(C(=O)Nc2cccc(C)c2C)c(C)c1C#N
→ -1 | 14 | -9 | 0 | 5 | . | 3 | -2
> COc1ccc(-n2ncc3c2CC(C)(C)CC3NC(=O)CCc2c(C)noc2C)cc1 (configuration not stated)
→ . | 6 | 1 | -1 | -3 | 0.0 | 0 | 3
> O=C(/C=C/c1cccc([N+](=O)[O-])c1)OCC(=O)N1CCN(C(=O)c2ccco2)CC1
→ 5 | 3 | -10 | -4 | 1 | 0.0 | -1 | -2
> C[C@H]1CN([C@@H](C)CO)C(=O)c2cccc(NS(=O)(=O)c3ccccc3)c2O[C@H]1CN(C)Cc1ccc2c(c1)OCO2
→ -4 | -25 | -7 | 3 | 52 | -0.4 | -1 | -1

# Screening data from PubChem BioAssay.

# These rows are one share of the data (hit frequency here may not be typical).
